High-throughput results: PubChem, several laboratories
PMI activator – phosphomannose isomerase (human) activation; P34949; purified human PMI, coupled resazurin fluorescence, 20 min; hits give high values; 1 = vehicle control, 0 substrate-free wells; activation factor at 20 µM; 190,000 compounds, 0.005% hits; AID 1214;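 active = activation factor of 2 or more at 20 µM, relative to plate controls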
PMI act hi M6P – activators of human phosphomannose isomerase at near-saturating mannose 6-phosphate; activation factor at 20 µM; AID 1216; P34949; 190,000 compounds, 0.34% hits; coupled PMI enzyme assay, resazurin fluorescence, 20 min; hits give high values; 1 = untreated enzyme, 0 = substrate-free blank;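 active = activation factor of 2 or more at 20 µM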
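Test system: human phosphomannose isomerase with PGI, G6PDH, diaphorase coupling enzymes; amount: 15 ng/mL PMI; incubation: enzyme reaction with compound 20 min at room temperature; technique: resorufin fluorescence (Ex 544/Em 590 nm) from resazurin via diaphorase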
G6PDH CS – inhibits Leuconostoc G6PDH, flagging false hits in G6PDH-based assays; inhibition, % at 5 µM; Purified L. mesenteroides G6PDH, diaphorase/resazurin coupled fluorescence, 45 min; AID 1020; 200,000 compounds, 0.12% hits; in the data active = inhibition above about 50%
FLuc stim CS – firefly luciferase counter-screen for stimulation assays; 200,000 tested, under 10 active; P08659; activation factor at 10 µM; ATPlite luciferase biochemical, luminescence, 10 min; 0 = ATP-free wells, 1 = DMSO control;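 active = luciferase activation factor, scaled between plate controls, of at least 2 with compound at 10 µM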
Target sequence (P08659 whole entry, looked up): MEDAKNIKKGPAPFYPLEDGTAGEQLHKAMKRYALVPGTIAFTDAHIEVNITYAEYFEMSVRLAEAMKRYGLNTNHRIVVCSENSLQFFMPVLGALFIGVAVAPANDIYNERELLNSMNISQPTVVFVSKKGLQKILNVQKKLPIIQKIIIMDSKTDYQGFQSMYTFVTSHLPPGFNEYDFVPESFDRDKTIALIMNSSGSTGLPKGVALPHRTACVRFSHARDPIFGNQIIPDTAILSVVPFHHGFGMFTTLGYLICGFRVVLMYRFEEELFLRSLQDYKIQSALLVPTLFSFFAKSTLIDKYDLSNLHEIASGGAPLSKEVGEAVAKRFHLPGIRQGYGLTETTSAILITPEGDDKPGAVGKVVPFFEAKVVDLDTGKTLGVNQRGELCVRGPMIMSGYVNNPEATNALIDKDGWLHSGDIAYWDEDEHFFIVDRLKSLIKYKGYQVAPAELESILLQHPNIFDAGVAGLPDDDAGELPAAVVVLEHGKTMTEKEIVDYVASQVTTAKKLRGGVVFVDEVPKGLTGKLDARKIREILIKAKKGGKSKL
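test system = cell-free luciferase reagent | medium = PBS as buffer for the ATP substrate | dosing = test compounds dosed from 2 mM stocks in 100% DMSO | incubation = 10 min at ambient temperature | detection = luminescence measurement of luciferase light output | benchmarks = low control with PBS replacing ATP, high control enzyme plus ATP without compound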
TNAP inh hiacc – TNAP (human) inhibition, high acceptor; 200,000 compounds, 0.03% hits; P05186; purified TNAP, CDP-star luminescence, 1 M DEA; inhibition, % at 20 µM; AID 1135;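 active = over 50% inhibition of tissue-nonspecific alkaline phosphatase at 20 µM in the single-dose screen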;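 note: plate controls were DMSO wells for no effect and EDTA-quenched wells as full inhibition for full effect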
TNAP inh no acc – inhibitors of human TNAP without phosphate acceptor; P05186; 200,000 compounds, 0.26% hits; purified TNAP, CDP-star luminescence, 30 min; AID 1012; inhibition, % at 20 µM;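 active = tissue-nonspecific alkaline phosphatase inhibition above about 50% at 20 µM in the single-dose screen, limit read from the data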;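 note: 0% = DMSO negative control and 100% = EDTA positive control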
Diaphorase inh – counter-screen for diaphorase-based assays: diaphorase inhibitors and chemical oxidizers; 190,000 compounds, 0.69% hits; diaphorase resazurin-to-resorufin fluorescence, NADH, 16 min; bacterial (C. kluyveri) enzyme, not human; inhibition, % at 20 µM;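 active = primary screen inhibition at 20 µM above a set limit, cut at about 50% in these data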;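 note: plate controls were DMSO with full reaction for no effect and wells lacking NADH for full effect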
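System: Bacterial diaphorase enzyme (C. kluyveri) | Incubation: 16-min room-temperature incubation before reading | Benchmarks: No-NADH positive control and DMSO neutral control | Measured by: Resorufin fluorescence 544/590 nm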
Diaph act CS – diaphorase activation or chemical reduction counter-screen; AID 1229; 190,000 compounds, 0.005% hits; activation factor at 20 µM; Diaphorase/resazurin coupled assay, resorufin fluorescence, 16 min; hits give high values; 1 = vehicle wells, 0 = NADH-free wells;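 active = diaphorase activity raised at least twofold by the compound at 20 µM; inactive = activation factor below 2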
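Material: Purified diaphorase enzyme from Clostridium kluyveri | Buffer or medium: 50 mM HEPES pH 7.4 with 4.542 mM MgCl2, 0.005% Tween 20 | Times: 16 min enzyme reaction, ambient temperature | Signal: Red resorufin fluorescence at 544/590 nm excitation/emission | Measure: Increased resorufin signal from activators or reducing compounds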
TNAP act hiacc – activators of human TNAP at high phosphate acceptor concentration; P05186; purified TNAP, CDP-star luminescence, 1 M DEA, 30 min; hits give high values; 0 = EDTA background, 1 = DMSO-only activity; activation factor at 20 µM; 200,000 tested, under 10 active; AID 1136;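 active = activation factor at least 2 at 20 µM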
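Dosing: 20 µM single point. System: human TNAP. Amount: TNAP 1/800 final. Incubation: 30 min, room temperature. Read-out: TNAP activation factor scaled between EDTA and DMSO control wells. Signal: luminescence from CDP-star hydrolysis. Medium: 1 M DEA, pH 9.8, Mg2+, Zn2+. Control set: EDTA negative control, DMSO positive control.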
Efa HMGR inh – blocks class II HMG-CoA reductase of Enterococcus faecalis. purified E. faecalis HMGR, NADPH absorbance 340 nm kinetic. inhibition, % at 10 µM. AID 1066. 190,000 compounds, 0.41% hits;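 active = inhibition above a set limit, the median over all tested compounds plus 3 SD, cut at about 9.5% in these data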;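 note: enzyme runs in reverse so mevalonate oxidation gives rising NADPH absorbance; 0% = complete reaction with DMSO and 100% = background rate lacking mevalonate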
Active calls of the source: *; / = not tested or not shown. Random draw from the library (roughly 1.7% active in at least one column).

smiles | Efa HMGR inh | Diaphorase inh | G6PDH CS | TNAP inh no acc | Diaph act CS | PMI activator | PMI act hi M6P | TNAP act hiacc | FLuc stim CS | TNAP inh hiacc
COc1ccccc1N(CC(=O)Nc1cccnc1)S(=O)(=O)c1ccccc1 | -2 | 20 | 9 | -5 | 0.8 | 0.8 | 0.9 | 1 | 1 | -2
CCOc1ccc(N2C(=O)CC(SCC(=O)O)C2=O)cc1 (configuration not stated) | -1 | 9 | 1 | -1 | 0.9 | 1 | 1 | 1 | 1 | 0
CCOc1cccc(OCCNC2CCCC2)c1 | 0 | 2 | 2 | -8 | 1 | 0.9 | 0.9 | 1 | 1 | -4
C[N+]1(C)CC2([N+](=O)[O-])CC=C(Oc3ccccc3)C([N+](=O)[O-])(C2)C1 (configuration not stated) | -6 | 21 | 0 | -7 | 0.8 | 0.8 | 0.9 | 1 | 1 | -4
c1ccc(-c2noc(-c3ccc4ccccc4c3)n2)cc1 | -2 | 8 | 9 | 4 | 0.9 | 1 | 1.1 | 1 | 0.3 | 1
CCOc1cccc(/C=N/NC(=S)Nc2cc(S(=O)(=O)N3CCOCC3)ccc2N2CCOCC2)c1O | -3 | 20 | -12 | -190 | 0.8 | 1 | 1 | 1 | 1 | -1
CCC(=O)Nc1ccc(NC(=O)c2ccccn2)cn1 | -1 | 5 | -29 | -11 | 0.9 | 0.9 | 1 | 1 | 0.6 | -3
Cc1ccc(-c2noc(COc3ccc4c(c3)OCO4)n2)cc1 | -3 | -3 | 6 | -7 | 1 | 1 | 1 | 1 | 1 | 0
COC(=O)c1ccc(Oc2nc(C(N)=O)cc(-c3ccccc3)n2)cc1 | -3 | 15 | 11 | 2 | 0.9 | 0.8 | 0.8 | 1.1 | 1 | -5
Cc1ccc(-n2nc(C)c(C3(O)C(=O)N(C(C)C)c4ccccc43)c2N)cc1 (configuration not stated) | -4 | 3 | 15 | 11 | 1 | 1 | 1.1 | 1 | 1.1 | -2
N#CC(C#N)=C(Nc1ccc(F)cc1)SCc1cccc(F)c1 | -7 | 33 | 5 | -5 | 0.7 | 0.9 | 0.8 | 1 | 1 | -5
O=C(NC1CC1)C1CCCN(C(=O)Nc2ccc(F)cc2)C1 (configuration not stated) | -7 | -4 | 5 | -14 | 1 | 0.9 | 1 | 1 | 1 | -1
NC(=O)c1ccsc1NC(=O)c1ccc(S(=O)(=O)N2CCCc3ccccc32)cc1 | 2 | 26 | 15 | 4 | 0.7 | 0.8 | 0.8 | 1 | 1.1 | 4
COc1ccc(-c2cnnn2-c2ccc(NC(=O)c3ccco3)cc2)cc1OC | -4 | 3 | -1 | -9 | 1 | 1 | 1 | 1 | 1.1 | 1
Cc1sc(NC(=O)CSc2nnc(-c3ccc(F)cc3)o2)c(C#N)c1C | 0 | 13 | 7 | -5 | 0.9 | 1 | 1 | 1 | 1.1 | 4
Cc1n[nH]c(=O)nc1NC1CCCCC1 | -2 | 3 | 3 | -11 | 1 | 0.9 | 0.9 | 1.1 | 1 | -6
CC1(C)C(=O)Nc2ccccc2N1C(=O)CSc1ncccn1 | 2 | 2 | -1 | -5 | 1 | 1.1 | 1 | 1 | 1 | -3
O=C(Cn1cnc2c(nnn2-c2cccc(Cl)c2)c1=O)N1CCOCC1 | / | 1 | 1 | -8 | 1 | 1 | 1 | 1 | 1 | -2
Cc1ccc(C)c(N2CCN(S(=O)(=O)c3ccc4c(c3)CCC(=O)N4)CC2)c1 | -2 | 22 | 11 | -13 | 0.8 | 0.8 | 0.8 | 1 | 1 | -4
COc1ccc(C(=O)ON=C2C=C(C)C(=O)C(C)=C2)cc1 | 2 | 0 | 8 | -7 | 1 | 0.9 | 0.6 | 1 | 1 | 2
O=C(Nc1nnc(C2=COCCO2)o1)c1ccc(S(=O)(=O)N2CCCC2)cc1 | 0 | 3 | 9 | -10 | 1 | 1.2 | 1.1 | 1 | 1 | -4
CC(=O)c1cccc(NC(=O)CCC2CCCC2)c1 | 0 | 13 | 17 | -13 | 0.9 | 0.9 | 0.9 | 1.1 | 1 | -5
CCN=C(N/N=C/c1ccc([N+](=O)[O-])cc1)SC | -7 | 11 | 3 | 6 | 0.9 | 1.2 | 2.1* | 1 | 0.9 | 2
O=C(COC(=O)c1ccc(O)cc1)Nc1ccc(N2CCCCC2)cc1 | 0 | 16 | -2 | -18 | 0.8 | 0.8 | 0.9 | 1.1 | 1 | -9

Of the compounds above, ten have four or more nitrogen atoms:
smiles | Efa HMGR inh | Diaphorase inh | G6PDH CS | TNAP inh no acc | Diaph act CS | PMI activator | PMI act hi M6P | TNAP act hiacc | FLuc stim CS | TNAP inh hiacc
CCOc1cccc(/C=N/NC(=S)Nc2cc(S(=O)(=O)N3CCOCC3)ccc2N2CCOCC2)c1O | -3 | 20 | -12 | -190 | 0.8 | 1 | 1 | 1 | 1 | -1
CCC(=O)Nc1ccc(NC(=O)c2ccccn2)cn1 | -1 | 5 | -29 | -11 | 0.9 | 0.9 | 1 | 1 | 0.6 | -3
Cc1ccc(-n2nc(C)c(C3(O)C(=O)N(C(C)C)c4ccccc43)c2N)cc1 (configuration not stated) | -4 | 3 | 15 | 11 | 1 | 1 | 1.1 | 1 | 1.1 | -2
COc1ccc(-c2cnnn2-c2ccc(NC(=O)c3ccco3)cc2)cc1OC | -4 | 3 | -1 | -9 | 1 | 1 | 1 | 1 | 1.1 | 1
Cc1sc(NC(=O)CSc2nnc(-c3ccc(F)cc3)o2)c(C#N)c1C | 0 | 13 | 7 | -5 | 0.9 | 1 | 1 | 1 | 1.1 | 4
Cc1n[nH]c(=O)nc1NC1CCCCC1 | -2 | 3 | 3 | -11 | 1 | 0.9 | 0.9 | 1.1 | 1 | -6
CC1(C)C(=O)Nc2ccccc2N1C(=O)CSc1ncccn1 | 2 | 2 | -1 | -5 | 1 | 1.1 | 1 | 1 | 1 | -3
O=C(Cn1cnc2c(nnn2-c2cccc(Cl)c2)c1=O)N1CCOCC1 | / | 1 | 1 | -8 | 1 | 1 | 1 | 1 | 1 | -2
O=C(Nc1nnc(C2=COCCO2)o1)c1ccc(S(=O)(=O)N2CCCC2)cc1 | 0 | 3 | 9 | -10 | 1 | 1.2 | 1.1 | 1 | 1 | -4
CCN=C(N/N=C/c1ccc([N+](=O)[O-])cc1)SC | -7 | 11 | 3 | 6 | 0.9 | 1.2 | 2.1* | 1 | 0.9 | 2
